Source: PubChem BioAssay
ARFGAP1 inhibitor = rat ARFGAP1 inhibition; Q62848; Arfgap1-stimulated ARF1 GTP hydrolysis, GDP FP detection; inhibition, % at 16.5 µM; 360,000 tested, 0.26% active; AID 651572;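 active means inhibition above a per-plate limit, mean inhibition of low control wells plus 3 SD, cut at about 25% in these data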;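 further: 0% = DMSO wells with enzyme and 100% = wells lacking Arfgap1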
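Replicates: Single well per compound | Assay system: Truncated rat Arfgap1 GAP domain | Control set: No-Arfgap1 wells (100%) versus DMSO full-reaction wells (0%) | Times: Enzyme reaction 120 min at 25 °C after 20 min preincubation | Reagent: Human ARF1(Δ1-17)-GTP substrate | Measured by: Tracer-displacement fluorescence polarization with EDTA stop, 620/688 nm | Measure: Percent inhibition of Arfgap1-stimulated GTP hydrolysis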
Tn6 DDE FP = DD(E)-Tn6 binding inhibition, primary FP screen. P02675. Fibrin DD(E) TRITC-Tn6 fluorescence polarization displacement. inhibition, % at 8.3 µM. 370,000 tested, 0.21% active. AID 720509;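 active means inhibition above a per-campaign cutoff: mean of compounds within control limits plus 3 SD, cut at about 15% in these data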;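 further: 0% = median of all compound wells on the plate and 100% = blocking peptide control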
Target sequence (P02675 whole entry, looked up): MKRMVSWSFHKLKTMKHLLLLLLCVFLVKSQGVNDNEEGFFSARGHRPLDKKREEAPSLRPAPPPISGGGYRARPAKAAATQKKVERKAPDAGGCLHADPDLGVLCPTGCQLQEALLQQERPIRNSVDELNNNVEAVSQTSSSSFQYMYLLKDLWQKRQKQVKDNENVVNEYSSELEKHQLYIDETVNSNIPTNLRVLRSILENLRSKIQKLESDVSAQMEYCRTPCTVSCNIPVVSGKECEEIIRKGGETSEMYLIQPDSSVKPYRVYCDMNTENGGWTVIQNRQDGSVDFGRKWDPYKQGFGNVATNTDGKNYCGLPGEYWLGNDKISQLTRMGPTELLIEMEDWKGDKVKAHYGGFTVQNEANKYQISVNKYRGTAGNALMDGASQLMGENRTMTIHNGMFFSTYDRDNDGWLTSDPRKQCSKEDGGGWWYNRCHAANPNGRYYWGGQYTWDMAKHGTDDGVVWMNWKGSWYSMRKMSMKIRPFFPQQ
ADAM10 inh = inhibitors of human ADAM10. 370,000 tested, 0.62% active. recombinant ADAM10, EDANS/DABCYL FRET peptide cleavage, 3 h. inhibition, % at 7 µM. O14672. AID 720582;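 active means inhibition above a per-campaign cutoff equal to the mean of compounds falling between control-based bounds plus 3 SD, cut at about 20% in these data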;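 further: 0% = DMSO wells while the 100% control is not disclosed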
TDP2 inh = blocks human TDP2 phosphodiesterase activity; O95551; recombinant TDP2, T5PNP hydrolysis, p-nitrophenol absorbance 415 nm; inhibition, % at 12.8 µM; 370,000 tested, 0.34% active; AID 720702;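 active means inhibition above the mean of all tested compounds plus 3 SD, set per campaign, cut at about 25% in these data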;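 further: 0% = DMSO with enzyme and 100% = buffer with substrate but no TDP2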
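Test system: human TDP2 enzyme; Input: 120 nM TDP2 per well; Buffer or medium: Mg2+-containing Tris-HCl buffer, pH 7.5; Reagent: 5 mM T5PNP; Dosing: 12.8 µM single point, 1% DMSO; Incubation: reaction 2 h, 37 °C; Detection: p-Nitrophenol epi absorbance; Read-out: % inhibition relative to enzyme-containing and enzyme-free wells; Replicates: single well per compound.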
LEDGF integ inh = blocks HIV-1 LEDGF/p75-dependent DNA integration | TR-FRET IN-LEDGF/p75 DNA integration, Eu/Cy5 | inhibition, % at 3.7 µM | 370,000 tested, 0.64% active;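 active means inhibition above the screen-wide mean plus 3 SD, cut at about 13% in these data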;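 further: signal is the Cy5 over europium emission ratio at 671 and 618 nm; 0% = plate median of compound wells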
PLCg1 inh = PLC-gamma1 (human) inhibition, primary screen | purified PLC-gamma1, fluorogenic substrate, fluorescence | inhibition, % at 12.2 µM | 370,000 tested, 0.84% active; in the data active means inhibition above about 9.5%
ADAM17 inh = ADAM17 inhibition, QFRET primary screen; P78536; recombinant ADAM17, EDANS/DABCYL FRET peptide cleavage; inhibition, % at 6.95 µM; 370,000 tested, 0.83% active;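 active means inhibition above the mean of compounds lying between control limits plus 3 SD, set per campaign, cut at about 8.5% in these data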;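 further: 0% = DMSO-only wells as the low control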
Target sequence (P78536 215-824 limits assumed): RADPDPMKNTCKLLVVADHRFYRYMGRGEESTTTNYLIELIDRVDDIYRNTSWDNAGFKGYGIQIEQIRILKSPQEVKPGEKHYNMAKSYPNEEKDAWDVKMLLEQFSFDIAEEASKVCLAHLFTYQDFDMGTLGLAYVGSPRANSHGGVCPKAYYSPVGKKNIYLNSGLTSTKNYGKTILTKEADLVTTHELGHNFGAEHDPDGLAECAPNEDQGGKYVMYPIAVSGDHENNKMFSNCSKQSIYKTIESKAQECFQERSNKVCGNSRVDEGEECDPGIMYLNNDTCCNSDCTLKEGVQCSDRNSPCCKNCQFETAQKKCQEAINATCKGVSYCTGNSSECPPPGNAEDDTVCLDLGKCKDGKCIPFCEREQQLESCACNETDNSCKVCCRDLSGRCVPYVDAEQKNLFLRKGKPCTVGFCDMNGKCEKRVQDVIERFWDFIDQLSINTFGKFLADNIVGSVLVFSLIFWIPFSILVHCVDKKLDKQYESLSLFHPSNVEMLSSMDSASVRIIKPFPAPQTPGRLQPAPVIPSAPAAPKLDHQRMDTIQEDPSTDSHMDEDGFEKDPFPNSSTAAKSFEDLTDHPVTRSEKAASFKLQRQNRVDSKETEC
Tn7 DDE FP = DD(E)-Tn7 binding inhibition, primary FP screen | P02675 | FP displacement of FITC-Tn7 peptide from fibrin DD(E); 0% = median of compound wells per plate | inhibition, % at 8.3 µM | 370,000 tested, 0.13% active;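 active means inhibition above the mean of compounds falling within the control limits plus 3 SD of them, cut at about 14% in these data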;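 further: 0% = plate median of compound wells and 100% = 10 µM Aha-Tn7 peptide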
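System: human fibrin DD(E); quantity: Fibrin-DD(E) at 2 µM final; also added: fluorescent Tn7 probe at 0.1 µM; compound dosing: single nominal test concentration of 8.3 µM per compound; schedule: 10 min preincubation, 3 h with tracer, room temperature; detection: fluorescence polarization of the labelled Tn7 tracer; repeats: one replicate per compound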
ASAP1 GAP inh = ASAP1 ArfGAP inhibition | Q9ULH1 | inhibition, % at 16.5 µM | 360,000 tested, 0.19% active | ASAP1-stimulated ARF1 GTP hydrolysis, GDP FP detection; in the data active means inhibition above about 25%;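 further: 0% = vehicle with enzyme and substrate and 100% = no enzyme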
proKLK7 act = activators of human kallikrein-7 zymogen. P49862. purified proKLK7, EDANS-DABCYL substrate fluorescence; 100% is mature enzyme control, 0% vehicle. activation, % at 7 µM. 370,000 tested, 0.9% active. AID 652039;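 active means activation above the mean of all tested compounds plus 3 SD, computed per campaign excluding outliers beyond control limits, cut at about 13% in these data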
An asterisk follows results filed as active.

SMILES | ARFGAP1 inhibitor | Tn6 DDE FP | ADAM10 inh | TDP2 inh | LEDGF integ inh | PLCg1 inh | ADAM17 inh | Tn7 DDE FP | ASAP1 GAP inh | proKLK7 act
CC(C)Cn1cc(F)c(=O)n(CC(C)C)c1=O | -1.5 | 2.3 | -4.4 | 1.8 | 1.7 | 1.2 | 0.4 | -5.8 | 10.3 | -0.3
Cc1ccc(N2C(=O)C3CCC(C)(C2=O)C3(C)C)cc1 (stereo not drawn) | 4.9 | 4.0 | 6.7 | -8.4 | 0.4 | 1.2 | 0.0 | -3.5 | 21.1 | 0.0
COc1ccc(S(=O)(=O)N2CCOC2CNC(=O)C(=O)NCc2ccccc2Cl)cc1 (stereo not drawn) | 7.2 | 5.6 | -6.4 | -3.6 | 1.5 | 2.2 | -0.8 | -1.0 | 3.6 | 0.4
COc1c2c(c(CCC(=O)O)c3c1C=CC(C)(C)O3)OC(C)(C)C=C2 | 4.7 | 11.7 | -10.9 | -7.4 | 3.5 | 0.8 | -2.0 | 6.3 | -1.8 | 1.1
Cc1ccc(C)c(CN2C(=O)C3(OCCCO3)c3ccccc32)c1 | 2.1 | -6.9 | 3.5 | -8.1 | 2.9 | 0.6 | -1.6 | -9.4 | 8.7 | 0.0
O=C(CCc1nc(-c2ccc(Cl)cc2)no1)NCC1CCCO1 (stereo not drawn) | -1.6 | 7.3 | -6.7 | -13.0 | -6.6 | 0.5 | -3.5 | -1.9 | 4.4 | 0.2
Cc1ccc(S(=O)(=O)N2C3CCCCC3O[C@H]2CC(=O)c2cccs2)cc1 (stereo partly drawn) | 6.3 | 7.7 | -4.8 | 1.7 | -3.0 | 4.4 | -1.9 | 5.7 | 16.6 | -0.4
C#CCOCCOCCOCCNc1nc(N2CCN(C(=O)[C@H](CCCCN)n3cc(CCC(=O)O)nn3)CC2)nc(N2CCN(C(=O)[C@H](Cc3ccc(O)cc3)n3cc(CCO)nn3)CC2)n1 | 7.0 | -0.7 | 2.8 | 12.0 | 3.0 | -22.6 | 0.1 | 6.6 | 7.5 | 0.2
COc1cccc(C(=O)NNC(=O)C2CC(C)=C(C)CC2C(=O)O)c1 (stereo not drawn) | -1.3 | 2.8 | 3.2 | -0.8 | -3.1 | -5.0 | -4.9 | 7.2 | -11.8 | -0.4
Cc1c(Cl)cccc1NC(=S)N1CCc2ccccc2C1 | 6.3 | 9.8 | 5.8 | -5.5 | 5.8 | 4.1 | 6.1 | -3.6 | 9.8 | -0.4
COc1cccc(/C=N/NC(=O)CC2C(=O)NN=C2C)c1O (stereo not drawn) | 0.9 | -7.2 | -15.4 | -5.1 | -7.4 | -46.0 | -12.9 | 7.3 | -4.1 | -25.5
Cc1cc(C)c(NC(=O)COC(=O)C2=COCCO2)c(C)c1 | -5.2 | 1.2 | -0.6 | -8.6 | -2.0 | -2.1 | -0.4 | -0.5 | -3.9 | -0.5
CCC(CC)C(=O)N(C)c1c(C)nc2c(OCC(=O)C(C)(C)C)cccn12 | -3.8 | 0.8 | -20.8 | 1.0 | -2.1 | -5.3 | -8.5 | 6.5 | -1.0 | 0.0
Nc1ccc(-c2nc3ccc([N+](=O)[O-])cc3[nH]2)cc1 | 3.4 | -8.1 | 6.8 | -1.6 | 1.1 | -12.5 | 2.9 | -8.3 | 15.8 | 0.1
O=C(NCC(=O)N1CCCC(C(F)(F)F)C1)c1cccs1 (stereo not drawn) | -5.4 | 4.2 | -2.8 | -3.0 | -2.5 | 2.6 | -9.5 | 1.0 | 12.1 | -0.3
COc1cc(/C=C/C(=O)OCC(=O)N2CCCCCC2)ccc1OCC#N | 17.6 | 5.6 | -50.4 | 4.1 | -2.0 | -22.8 | -20.7 | 3.7 | 3.0 | 0.6
COc1cccc(CNc2ccc(F)c(Cl)c2)c1OC | 0.2 | -4.7 | -0.9 | 5.2 | 0.4 | 0.1 | -2.7 | -5.3 | 5.0 | -0.1
COc1ccc(C(=O)N=C2SC3CS(=O)(=O)CC3N2c2ccc(C(C)=O)cc2)cc1 (stereo not drawn) | -5.7 | 2.8 | -5.3 | 0.1 | -0.6 | 2.5 | -6.5 | -1.9 | 7.5 | -0.1
Cc1ccc(S(=O)(=O)NCCc2ccncc2)cc1 | 1.4 | 1.4 | 6.8 | -4.1 | 0.9 | 2.2 | 2.5 | -3.4 | -3.4 | -0.6
CCc1c(C)sc(NC(=O)Cc2ccccc2C)c1C(=O)N1CCOCC1 | -11.4 | -3.0 | 7.0 | -15.1 | 0.0 | 3.3 | -2.8 | 0.1 | -15.8 | -1.0

Three consecutive compounds out of the list so far:
SMILES | ARFGAP1 inhibitor | Tn6 DDE FP | ADAM10 inh | TDP2 inh | LEDGF integ inh | PLCg1 inh | ADAM17 inh | Tn7 DDE FP | ASAP1 GAP inh | proKLK7 act
Cc1ccc(N2C(=O)C3CCC(C)(C2=O)C3(C)C)cc1 (stereo not drawn) | 4.9 | 4.0 | 6.7 | -8.4 | 0.4 | 1.2 | 0.0 | -3.5 | 21.1 | 0.0
COc1ccc(S(=O)(=O)N2CCOC2CNC(=O)C(=O)NCc2ccccc2Cl)cc1 (stereo not drawn) | 7.2 | 5.6 | -6.4 | -3.6 | 1.5 | 2.2 | -0.8 | -1.0 | 3.6 | 0.4
COc1c2c(c(CCC(=O)O)c3c1C=CC(C)(C)O3)OC(C)(C)C=C2 | 4.7 | 11.7 | -10.9 | -7.4 | 3.5 | 0.8 | -2.0 | 6.3 | -1.8 | 1.1

More results:
SMILES | ARFGAP1 inhibitor | Tn6 DDE FP | ADAM10 inh | TDP2 inh | LEDGF integ inh | PLCg1 inh | ADAM17 inh | Tn7 DDE FP | ASAP1 GAP inh | proKLK7 act
CC1(C)CC(=O)C=C(NNC(=O)OC(C)(C)C)C1 | -14.8 | 9.2 | -6.4 | 0.1 | -5.5 | -1.0 | -4.6 | 1.6 | 9.4 | 0.4
Cc1ccc2nc(NC(=O)C3CC(=O)N(Cc4ccco4)C3)sc2c1 (stereo not drawn) | 1.7 | -8.6 | 13.2 | -0.9 | -0.2 | 0.0 | -5.3 | 3.9 | -2.2 | 0.0
Cn1c(C(=O)Nc2ccc3c(c2)OCCO3)cc2sccc21 | 2.3 | -6.6 | 2.9 | 8.1 | 1.6 | -9.5 | -0.8 | -5.2 | 6.5 | 0.2
O=C(O)c1ccc2nnn(O)c2c1 | 5.2 | -1.0 | 1.6 | 8.4 | 3.7 | 1.5 | -0.3 | -10.7 | -20.7 | 0.4
NC(=O)CN1C(=O)NC(c2ccccc2)(c2ccccc2)C1=O | 2.5 | 6.4 | 3.6 | -3.7 | -0.7 | 3.6 | 2.1 | -5.3 | 5.1 | -0.2
CCCNC(=O)c1onc(CS(=O)(=O)c2cc(C)cc(C)c2)c1C(=O)NCCC | 6.3 | 2.3 | -5.8 | -2.0 | -0.6 | 2.2 | 2.2 | -0.4 | -5.6 | -0.4
CC12CCC(=O)N1C(C(=O)NCCc1ccc(S(N)(=O)=O)cc1)CS2 (stereo not drawn) | 5.0 | -8.2 | -24.0 | -7.7 | -9.3 | 2.3 | -3.7 | -2.2 | -4.5 | 0.7
COc1ccc(S(=O)(=O)N2CCN(C3CCN(Cc4ccccc4)CC3)CC2)cc1 | 6.7 | -7.0 | -5.5 | -2.4 | -2.7 | 4.7 | -0.7 | 3.1 | -0.3 | 0.3
COc1ccc(-c2nc(CSCC(=O)NCCCN3CCCC3=O)c(C)o2)cc1 | -2.9 | -6.4 | 1.8 | 0.4 | 2.7 | 2.5 | -1.2 | -2.6 | 4.2 | 0.0
CC(C)CNC(=S)Nc1ccc(S(N)(=O)=O)cc1 | -7.3 | 0.6 | -7.6 | 10.8 | -1.3 | 1.4 | -2.3 | -5.5 | 16.2 | 0.0
O=C(N[C@@H](Cc1ccccc1)C(=O)CCl)OCc1ccccc1 | -4.5 | -3.0 | 4.4 | -9.2 | 3.3 | -1.2 | -1.7 | 4.7 | 0.1 | 0.1
Cc1ccc(Cl)c(OCCCCN2CCC(C)CC2)c1 | -5.5 | -0.8 | -0.2 | 3.0 | -1.9 | -0.3 | -5.4 | 2.1 | -1.2 | 0.7
Cc1cccnc1CN1CCN(Cc2nc(C(c3ccccc3)c3ccccc3)no2)CC1 | -2.6 | 4.7 | -3.1 | -0.7 | 0.2 | -2.3 | -0.1 | 4.6 | -10.4 | 0.5
CC(C)CC1(C)NC(=O)N(CC(=O)N2C(C)CCCC2C)C1=O (stereo not drawn) | -1.2 | 2.0 | -13.6 | 4.3 | -2.7 | -1.5 | -2.3 | -0.2 | 1.0 | -0.4
CC(C)N1CCc2c(sc(N)c2C#N)C1 | 6.0 | 0.0 | -168.4 | -0.1 | 3.4 | -41.2 | -41.9 | -5.8 | -5.0 | 0.8
Cc1nc2ccc(Oc3ccccc3)cc2s1 | 0.3 | 4.8 | 5.7 | -8.7 | -3.3 | -3.0 | 1.3 | -3.3 | -2.3 | 0.1
CC(=O)Nc1cccc(-c2ccnc3c2CC(C(=O)NCc2cccnc2)O3)c1 (stereo not drawn) | -4.8 | 1.1 | -8.8 | -2.3 | -5.5 | 2.6 | -2.9 | 9.2 | -1.2 | -0.7
CCOC(=O)c1sc(NC(=O)c2cccc(S(=O)(=O)N3CCc4ccccc43)c2)c(C#N)c1C | 4.5 | -3.7 | 5.7 | -5.2 | 1.2 | -2.5 | -1.9 | -4.9 | 9.4 | 1.0
CCOc1ccc(S(=O)(=O)N2CCCC(C(=O)NCc3ccco3)C2)cc1 (stereo not drawn) | 13.0 | -7.6 | -4.4 | -3.6 | -3.6 | 2.5 | -2.9 | -0.8 | 6.1 | 0.2
COc1ccc(CNC(=O)[C@H](C)NC(=O)C2CCN(S(=O)(=O)c3ccc(F)cc3)CC2)cc1 | 6.5 | -3.4 | -4.9 | 1.1 | 1.8 | 0.2 | 0.7 | 1.8 | -1.1 | 0.0
O=C(Cc1ccccc1)Nc1nc(=O)c2ccccc2s1 | 11.8 | -6.6 | -7.3 | -9.3 | -0.4 | 2.4 | -2.7 | -1.5 | -9.5 | 0.2
CC(=O)C(CC(=O)N1CCCc2ccccc21)C(=O)Nc1ccc(F)cc1 (stereo not drawn) | 2.5 | -0.9 | -6.1 | 3.2 | 0.7 | -2.4 | -2.5 | 4.5 | 2.6 | -0.2
CCn1c(=O)cc(OCC(=O)Nc2ccc(C)cn2)c2ccccc21 | 5.8 | -1.8 | -3.4 | 9.1 | 0.7 | -7.2 | -5.5 | -7.2 | 1.2 | -0.2
Cc1c(CCOC(=O)c2cc([N+](=O)[O-])cc([N+](=O)[O-])c2)sc[n+]1CC(=O)c1ccccc1 | -2.5 | 4.1 | 2.9 | -5.9 | 3.1 | 0.9 | 2.4 | 0.8 | 0.7 | -0.3
